Screening results as filed in PubChem BioAssay.
RSV CPE inhibition – RSV antiviral activity via CPE protection, HEp-2 cells, primary 10 µM value included (AID 2391) | CPE inhibition, % at 10 µM, or IC50 in µM where a hit was titrated | HEp-2 cells, RSV-induced CPE inhibition; higher % means a stronger effect | hit rate 0.13% among 310,000; in the data active means a potency from the dose series; inconclusive means CPE inhibition mostly from about 23% at the one dose, without a potency; inactive means the rest, 99 in 100 with CPE inhibition below about 21%; further: strong numbers were not always called active
WT yeast gro inh – growth inhibition of WT yeast, mitochondrial fusion screen; inhibition, % at 10 µM; AID 1362; mitochondrial fusion phenotypic screen, WT strain; hit rate 2.1% among 190,000; in the data active means inhibition above about 58%; tested in S. cerevisiae
human PMI inhibitors – MPI inhibition at elevated mannose 6-phosphate – biochemical, fluorescence intensity, high mannose 6-phosphate, primary screen (AID 1220); recombinant PMI enzyme, coupled fluorescence intensity; higher % means a stronger effect; inhibition, % at 20 µM; hits with a dose series show IC50 in µM; hit rate 0.66% among 190,000
TNAP activators – stimulation of alkaline phosphatase TNAP activity – biochemical, luminescent, no phosphate acceptor, uHTS, primary screen (AID 1001); purified TNAP, luminescent activation assay, no phosphate acceptor; higher activation fold means a stronger effect; hit rate 0.03% among 200,000; one-dose activation fold at 20 µM; EC50 in µM for titrated hits; in the data active means activation fold from about 3, or a potency from the dose series; inactive means the rest, 99 in 100 with activation fold below about 1.6; further: many of its hits are not listed in these tables
Myeloid diff 2 – compounds promoting myeloid differentiation; ER-HoxA9 myeloid progenitors, lysozyme-GFP differentiation, flow cytometry; calls only at 10 µM; hit rate 1% among 360,000; AID 624256;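 active means normalized GFP-positive differentiation at or above the plate's own cutoff, the solvent-only control mean plus 3 SD; inconclusive means no clear call, values can overlap the other calls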;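 further: cells exposed to compound for four days before flow analysis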
XIAP antagonists – small molecules displacing peptide from XIAP – biochemical, IAP family, fluorescence polarization (AID 1018); displacement, % at 20 µM; hits with a dose series show IC50 in µM; hit rate 0.007% among 200,000; XIAP BIR domain, fluorescence polarization peptide displacement; higher % means a stronger effect; in the data active means displacement above about 50%; further: a part of the inactive calls stands beside numbers as strong as those of hits
SIAH1 antagonists – Siah-1 peptide-binding antagonists, primary screen, biochemical, fluorescence polarization, rhodamine-plectin, uHTS (AID 1817). Siah-1 / rhodamine-plectin peptide fluorescence polarization; higher % means a stronger effect. hit rate 0.02% among 290,000. one-dose displacement, % at 20 µM; IC50 in µM for titrated hits;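 active means displacement of at least 50% at 20 µM, with a fluorescence ratio check between 0.3 and a set limit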;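 further: plate controls were Siah plus tracer with DMSO for no effect and tracer alone without Siah for full effect; strong numbers were not always called active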
PhoP inhibition – inhibitors of PhoP regulon expression, primary screen, Salmonella Typhimurium, GFP reporter (AID 1863). S. Typhimurium PhoP-regulated promoter GFP reporter, 4 h; higher % means a stronger effect. inhibition, % at 50 µM, or IC50 in µM where a hit was titrated. hit rate 0.16% among 300,000;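 active means inhibition over 29.93%, a cutoff 3 SD above the screen mean, later confirmed by dose response; inconclusive means inhibition over 29.93% but no dose response follow-up; inactive means inhibition at most 29.93% or unconfirmed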;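 further: 0% = low Mg2+ inducing control and 100% = high Mg2+ repressing control; strong numbers were not always called active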
PMI inhibitors – inhibitors of human PMI, primary screen, biochemical, fluorescence intensity, coupled assay (AID 1209); purified PMI enzyme, coupled fluorescence intensity; higher % means a stronger effect; one-dose inhibition, % at 20 µM; IC50 in µM for titrated hits; hit rate 0.42% among 190,000;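 further: plate controls were DMSO vehicle for no effect and wells lacking substrate for full effect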
WT yeast gro inh mutant strain – second read-out of WT yeast gro inh, no call of its own (marks repeat the call); inhibition, %; mitochondrial fusion phenotypic screen, mutant strain inhibition
Myeloid diff 2 GFP+ MAC1+ % – further read-out of Myeloid diff 2, marked with its call; GFP+ MAC1+ double positive, %; measured here: differentiation confirmed by MAC1 staining
* hit, by the source's call; i = inactive; ? = inconclusive; . = not tested or not shown. Unless noted, no stated cut-off is given here; in the data, active means inhibition above about 50%; inactive means the rest.

| Molecule | RSV CPE inhibition | WT yeast gro inh | WT yeast gro inh mutant strain | human PMI inhibitors | TNAP activators | Myeloid diff 2 | Myeloid diff 2 GFP+ MAC1+ % | XIAP antagonists | SIAH1 antagonists | PhoP inhibition | PMI inhibitors |
| --- | --- | --- | --- | --- | --- | --- | --- | --- | --- | --- | --- |
| COc1cc2oc(-c3ccc(O)cc3)cc(=O)c2c(O)c1OC | -1.1% | . | . | . | . | i | 3.1 | . | -4.6% | -7.1% | . |
| O=C(c1cccc(F)c1)n1nnc2ccccc21 | 0.7% | 2.5 | 5.9 | 5.8% | 1.1 | i | 0.1 | 1.3% | -1.3% | -1.8% | 6.8% |
| CC1CCCN(S(=O)(=O)c2ccc(NC(=O)C3CCN(C(=O)c4ccco4)CC3)cc2)C1 (stereo not given) | ? | . | . | . | . | i | 0.5 | . | 9.4% | 2.6% | . |
| COc1cc(/C=N/N=C2/SCC(=O)N2c2ccc(O)cc2)ccc1O | 1.1% | 0.8 | 6.0 | 1.8% | 1.2 | i | 0.1 | -3.8% | 7.2% | -1.8% | -2.9% |
| CCN(CC)C(=O)Cn1cc(S(=O)(=O)CC(=O)NCc2ccccc2)c2ccccc21 | 1.1% | . | . | . | . | i | 2.3 | . | -6.4% | -2.0% | . |
| C[n+]1ccccc1/C=C/c1c(F)cccc1F | 1.5% | . | . | . | . | ? | . | . | 1.5% | 0.6% | . |
| COc1cccc(-n2c(SC)nnc2-c2c[nH]c3ccccc23)c1 | -0.1% | -13.8 | -5.0 | 0.7% | 1.1 | i | 4.1 | -2.2% | -9.8% | 1.6% | 2.4% |
| COc1ccc([N+](=O)[O-])cc1NC(=O)CS(=O)(=O)c1ccc(C)cc1 | 7.6% | -7.5 | 8.6 | 1.7% | 1.1 | i | 0.3 | -4.6% | 3.3% | 6.7% | 0.4% |
| O=C(O)CSCc1nc2cccnc2n1C1CCCCC1 | 3.8% | . | . | . | . | i | 0.7 | . | -0.9% | -7.1% | . |
| Cc1nn(C(=O)N2CCCCC2)c(C)c1CN1C(=O)c2ccccc2C1=O | 3.2% | -17.0 | -24.3 | 8.5% | 1.2 | i | 0.9 | 0.9% | -3.2% | 2.7% | 16.9% |
| COc1cccc(C2CC(c3ccccc3OC)n3nc(N)nc3N2)c1 (stereo not given) | 3.0% | 12.5 | 8.6 | 20.8% | 1.1 | i | 1.7 | -3.5% | -2.2% | 34.9% | 5.4% |
| COc1cc(OC)cc(C(=O)NCC(=O)Nc2ccc(OC)c(Cl)c2)c1 | 8.5% | . | . | . | . | i | 1.2 | . | -0.4% | 2.0% | . |
| O=C(Nc1nccs1)c1ccc(Br)o1 | 0.8% | 6.1 | 7.4 | -10.2% | 1 | i | 1.6 | -16.3% | -5.7% | -7.3% | -8.1% |
| Cc1ccc(/C=N/Nc2nncn2N)cc1 | 1.2% | . | . | . | . | i | 2.0 | . | 8.0% | -1.2% | . |
| Cc1cccc(NC(=S)N/N=C/c2ccc3c(c2)OCO3)c1 | 4.2% | 60.0* | -0.1* | -8.7% | 1 | i | 0.3 | -9.1% | -0.6% | 3.0% | -4.3% |
| N#CCC(=O)N/N=C/c1cc(-c2ccccc2)n(-c2ccc(Cl)cc2)c1-c1ccccc1 | 2.9% | 79.7* | -27.9* | -2.5% | 1 | . | . | -0.9% | 3.5% | -10.3% | 8.4% |
| Cc1ccc(CN2CCN(Cc3cccn3-c3nccs3)CC2CCO)cc1 (stereo not given) | -1.0% | -9.0 | 5.8 | -1.1% | 1.1 | i | 0.2 | -4.6% | 1.6% | -4.6% | -3.2% |
| CCOc1ccc(S(=O)(=O)Nc2ccc(O)c(Sc3ncn[nH]3)c2)cc1 | 0.0% | -20.4 | -11.7 | 2.5% | 0.2 | i | 1.3 | -6.9% | -1.9% | 4.8% | 3.2% |
| CCOC(=O)C1CCN(C(=O)c2cc3c(-c4ccc(OC)c(OC)c4)nn(C)c3s2)CC1 | 0.9% | 29.0 | 19.1 | 9.2% | 1.1 | i | 1.4 | -3.0% | -0.5% | 2.7% | 11.6% |
| CCOc1cc(CNC2CCCC2)cc(Cl)c1OCc1ccccc1 | -3.9% | -3.1 | 4.7 | 12.9% | 1 | i | 0.8 | -3.1% | 1.9% | -1.2% | 4.8% |
| COc1ccc(/C=C2/C(=O)N(c3nc4ccccc4s3)N=C2CSc2ccc(Cl)cc2)cc1 | 5.0% | 2.4 | 0.3 | -19.9% | 0.9 | i | 0.4 | -6.6% | -5.3% | ? | -9.9% |
| COc1cc(/C=C2\SC(=S)N(CCC(=O)NCCc3ccccc3)C2=O)cc(OC)c1OC | 0.8% | . | . | . | . | i | 2.0 | . | 8.1% | -5.9% | . |
| C(=C\N1CCCCCC1)/c1nnnn1-c1ccc(-c2ccccc2)cc1 | 1.6% | . | . | . | . | i | 0.5 | . | 0.0% | -3.5% | . |
| COc1ccc(CCNc2ccc(C)cc2)cc1 | -1.2% | 2.2 | 1.2 | 12.7% | 1 | i | 5.9 | -4.3% | -3.0% | -2.5% | 16.8% |
| CSc1ncc(C(=O)Nc2cccnc2)c(C(F)(F)F)n1 | 1.6% | . | . | . | . | i | 0.4 | . | 5.2% | 12.5% | . |
| Cc1noc(NS(=O)(=O)c2ccc(NC(=O)C34CC5CC(C3)CC(n3cnc(Cl)n3)(C5)C4)cc2)c1C | 2.6% | 16.8 | 22.1 | -7.5% | 1.1 | i | 0.4 | 0.2% | -0.6% | 5.9% | -10.1% |
| CC(=O)c1nnn(-c2ccc([N+](=O)[O-])cc2C)c1C | 9.1% | -14.8 | -1.2 | -14.6% | 1.1 | i | 0.3 | -2.3% | 10.3% | -5.6% | -15.2% |
| Cc1cc(C)cc(NC(=O)CN2CCN(c3ncccn3)CC2)c1 | 0.0% | -0.6 | 0.6 | -5.0% | 1.1 | i | 1.3 | -7.0% | -3.5% | -2.3% | -0.9% |
| O=C(O)C1C2C=CC(O2)C1C(=O)Nc1ccc2c(c1)OCCO2 (stereo not given) | 0.1% | -4.2 | 1.8 | 22.6% | 0.9 | . | . | -2.0% | 0.3% | -14.3% | -1.5% |
| COc1ccccc1C(=O)COC(=O)/C=C/c1ccccc1 | 3.1% | . | . | . | . | i | 3.7 | . | -4.1% | 6.6% | . |
| CC(CCN1CCN=C1Nc1ccccc1)c1ccccc1 (stereo not given) | -0.3% | . | . | . | . | i | 1.2 | . | -1.4% | -5.4% | . |
| Cc1cc(C(=O)C(=O)N(C)C)c(C)n1-c1ccc(Cl)cc1 | -0.2% | 5.8 | 5.2 | -3.1% | 1.1 | i | 0.1 | -3.3% | -3.4% | -5.5% | 1.6% |
| O=C(NC1CCCCC1)C1CCC(=O)N(C2CC2)C1 (stereo not given) | 2.1% | . | . | . | . | i | 0.1 | . | 4.7% | -5.7% | . |
| Cc1cccc(NC(=O)C(=O)NCCc2c[nH]c3ccccc23)c1C | -0.4% | 2.3 | -19.9 | 10.7% | 1 | i | 1.3 | -1.7% | 1.8% | 10.2% | 12.5% |
| CCC(Cc1ccccc1)NC(=O)CCc1ccccc1 (stereo not given) | 0.4% | . | . | . | . | i | 0.4 | . | 11.4% | 1.8% | . |
| Cc1c(Cl)cccc1NC(=O)c1cc(-c2ccccc2O)n[nH]1 | 10.1% | 67.9* | 27.9* | -0.3% | 1.5 | i | 1.0 | 0.4% | 3.4% | -8.3% | 3.3% |
| C=CCNC(=O)COc1ccccc1C#N | 1.4% | 12.9 | 0.3 | -4.7% | 1.1 | i | 0.7 | -4.9% | 13.2% | 7.0% | -13.9% |
| CCOCCOC(=O)c1ccc(NC(=O)C2COc3ccccc3O2)cc1 (stereo not given) | 0.9% | . | . | . | . | i | 0.2 | . | 1.9% | -7.8% | . |
| COc1ccc(C(=O)O)cc1S(=O)(=O)NCCCN1CCCC1=O | 1.8% | -10.7 | -6.4 | 4.5% | 1.2 | i | 0.0 | -3.3% | 0.6% | 8.4% | 4.7% |
| CN(C)C=Nc1c(C(=O)c2ccccc2)sc2nccc(N(C)C)c12 | 5.5% | 14.7 | 8.9 | 21.3% | 0.9 | i | 0.2 | -6.8% | -8.1% | 13.2% | 1.1% |
| CC(C)Cn1c(=O)c2sccc2n2c(CCCC(=O)N3CCC(N4CCCCC4)CC3)nnc12 | 0.8% | . | . | . | . | i | 0.7 | . | -3.8% | 3.6% | . |
| Cc1cccc(C(=O)OC(C)CN2C(C)CCCC2C)c1 (stereo not given) | 0.3% | . | . | . | . | i | 0.3 | . | -6.6% | -5.5% | . |
| O=C(CN(c1ccccc1F)S(=O)(=O)c1ccccc1)Nc1ccccc1C(=O)N1CCOCC1 | -0.3% | -2.5 | -3.5 | -4.7% | 1.1 | i | 0.5 | -1.7% | 7.5% | -7.5% | 0.3% |
| CCOC(=O)CCCc1ccc(/C(C)=N/NC(N)=S)cc1 | 1.2% | . | . | . | . | i | 0.7 | . | -5.8% | -8.3% | . |
| CC(C)(C)C(=O)N(Cc1ccc(Cl)cc1)Cc1cccnc1 | 0.0% | . | . | . | . | i | 0.5 | . | 2.4% | -9.3% | . |
| COc1cccc(C(=O)N(CN2CCCC2=O)c2ccccc2OC)c1 | -1.1% | -10.8 | -18.9 | 10.2% | 1 | i | 1.1 | -8.2% | 1.8% | -4.3% | -1.0% |
| Cc1onc(-c2ccccc2)c1C(=O)NCC1COc2ccccc2O1 (stereo not given) | 0.1% | 5.0 | 1.2 | 7.2% | 1.1 | i | 0.6 | -3.6% | -0.3% | -4.1% | 12.4% |
| CCCCC(=O)Nc1nnc(CCOC)s1 | 1.6% | -17.0 | -3.9 | -7.4% | 1 | i | 0.4 | -8.0% | -2.3% | 1.6% | -5.3% |
| CCn1c(CNC(=O)Cc2ccc(OC)cc2)nnc1SCC(=O)Nc1nccs1 | 1.4% | -10.7 | 2.5 | 8.9% | 1.1 | i | 0.6 | -2.6% | -3.2% | -7.9% | 11.9% |
| CCOc1ccc(N2CC(C(=O)NCCc3ccc(S(N)(=O)=O)cc3)CC2=O)cc1 (stereo not given) | 1.2% | . | . | . | . | i | 0.4 | . | 0.6% | 4.8% | . |
| COc1cccc(C=Nc2ccc3c(c2)OCCO3)c1O | 6.5% | 14.3 | 14.7 | 34.6% | 1 | i | 0.5 | -9.1% | -4.4% | 1.4% | 33.4% |
| COc1ccc(NC(=O)c2ccc3ncsc3c2)cc1 | 0.1% | . | . | . | . | i | 0.1 | . | 3.6% | -4.5% | . |
| CCN(CC)C(=O)C1=C(C)NC(=O)NC1c1c(F)cccc1Cl (stereo not given) | 0.9% | 3.6 | 6.7 | 15.3% | 1.1 | i | 3.7 | -3.3% | -1.0% | -8.5% | 14.5% |
| O=C(Cn1nc(-c2cccc(Cl)c2)ccc1=O)Nc1ccccc1Br | 0.3% | -5.5 | -2.7 | 12.3% | 1 | i | 0.6 | -10.6% | 4.6% | 0.6% | 13.9% |
| COc1ccc(-c2c(C)oc3cc(O)cc(O)c3c2=O)cc1OC | 0.4% | -4.7 | -9.0 | 12.1% | 1.1 | i | 2.9 | -3.7% | 5.1% | 1.8% | 11.0% |
| COc1ccc(C)cc1S(=O)(=O)N(C)CC(=O)NC1CCCC1 | 1.0% | -11.3 | 8.1 | 3.0% | 1 | i | 0.6 | -3.0% | 0.0% | -17.1% | 3.9% |

No enrichment for hits; 3.1% or so of the library scored in one or more.
